Bioassay records deposited in PubChem by National Center for Advancing Translational Sciences (NCATS).
L3MBTL1 block – qHTS Assay for the Inhibitors of L3MBTL1; 230,000 tested, 0.66% active; AID 485360, 2010; AlphaScreen L3MBTL1–H3K9me1 peptide binding; Potency, µM (titrated, usually from 57.1 µM), for the others: top-dose activity, negative = inhibition, actives largely listed as inhibitors; Lethal(3)malignant brain tumor-like protein 1 (Homo sapiens), Q9Y468; active means well fitted inhibition curve with a large enough effect; inconclusive means small, poorly fitted or top-dose-only effect; inactive means no such curve, though single readings can be large or run the other way; further: nearly all actives have a fitted effect of over 60% in size
Target sequence (Q9Y468 whole entry, looked up): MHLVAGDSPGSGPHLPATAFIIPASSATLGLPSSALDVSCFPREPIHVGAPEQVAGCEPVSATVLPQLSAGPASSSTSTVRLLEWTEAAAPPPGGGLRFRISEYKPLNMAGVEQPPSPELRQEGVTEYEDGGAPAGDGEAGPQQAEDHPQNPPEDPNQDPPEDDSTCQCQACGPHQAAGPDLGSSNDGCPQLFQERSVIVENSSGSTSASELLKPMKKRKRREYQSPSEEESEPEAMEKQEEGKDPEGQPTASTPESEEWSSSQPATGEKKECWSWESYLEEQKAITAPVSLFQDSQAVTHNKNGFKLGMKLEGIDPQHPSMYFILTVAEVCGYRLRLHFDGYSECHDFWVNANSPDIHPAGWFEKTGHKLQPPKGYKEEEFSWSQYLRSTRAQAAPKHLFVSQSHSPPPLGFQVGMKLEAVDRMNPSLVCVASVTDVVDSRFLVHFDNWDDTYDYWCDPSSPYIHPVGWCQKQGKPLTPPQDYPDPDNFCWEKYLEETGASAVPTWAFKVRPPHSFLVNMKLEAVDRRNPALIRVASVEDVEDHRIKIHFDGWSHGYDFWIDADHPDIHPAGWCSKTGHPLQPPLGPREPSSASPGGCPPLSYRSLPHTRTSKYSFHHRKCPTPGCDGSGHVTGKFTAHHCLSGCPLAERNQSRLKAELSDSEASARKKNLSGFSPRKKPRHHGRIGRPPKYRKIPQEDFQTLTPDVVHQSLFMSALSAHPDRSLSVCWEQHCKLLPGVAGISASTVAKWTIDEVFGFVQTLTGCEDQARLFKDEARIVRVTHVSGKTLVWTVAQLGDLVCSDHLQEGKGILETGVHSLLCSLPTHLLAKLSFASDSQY
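AlphaScreen proximity signal between nickel-chelate acceptor and streptavidin donor beads (final 10 ug/mL) reports binding of 50 nM L3MBTL1 to 75 nM biotin-H3 K9me1 peptide; complex incubated with compounds 30 min at room temperature; cefsulodin titration as control.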
* = called active by the depositor; [ ] = remark or other dose. On the % scale 0 is the no-effect control and ±100 the full control effect; potency means the concentration at half of the fitted maximal effect. The list is partial, so the mix of outcomes need not match the whole.

`COC(=O)C1=C(c2ccc(-c3ccccc3)c(F)c2)C[C@@H]2CC[C@H]1N2C(=O)NCCOc1ccccc1Cl` gave L3MBTL1 block -11%.
Screening COCCNC(=O)N1[C@H]2CC[C@@H]1C(C(=O)OC)=C(c1ccc(-c3ccccc3)c(F)c1)C2 returned L3MBTL1 block 4%.
Screening O=C(/C=C/c1ccc(Cl)cc1)NC(=S)N1C[C@H]2C[C@H](C1)c1cccc(=O)n1C2 returned L3MBTL1 block 3%.
For COc1ccc(-c2nn(CCC#N)cc2C(=O)Nc2ccccc2Br)cc1 the results were L3MBTL1 block -1%[2.29 µM].
Screening CCN1CCN(Cc2cccnc2)CC1 returned L3MBTL1 block 4%.
Screening COC(=O)[C@@H](c1ccccc1)C1CCCCN1 (some centres undefined) returned L3MBTL1 block 1%.
For Cc1ccc(CNCCc2ccc(F)cc2)s1 the results were L3MBTL1 block 9%.
Screening COC(=O)C1=C(c2cccc(C#N)c2)C[C@@H]2CC[C@H]1N2C(=O)N1CCOCC1 returned L3MBTL1 block 8%.
Screening CN(C)CCN(CC1CCCN(Cc2ccccc2F)C1)C(=O)Cc1ccc(F)c(F)c1 (centres undefined) returned L3MBTL1 block -4%.
`COc1ccccc1CC(=O)N1CCN(CCc2ccccc2)CC1` gave L3MBTL1 block 3%.

A draw from above in order of SMILES length, rising.
Screening COC(=O)C1=C(c2cccc(C#N)c2)C[C@@H]2CC[C@H]1N2C(=O)N1CCOCC1 returned L3MBTL1 block 8%.
Screening COCCNC(=O)N1[C@H]2CC[C@@H]1C(C(=O)OC)=C(c1ccc(-c3ccccc3)c(F)c1)C2 returned L3MBTL1 block 4%.
`COC(=O)C1=C(c2ccc(-c3ccccc3)c(F)c2)C[C@@H]2CC[C@H]1N2C(=O)NCCOc1ccccc1Cl` gave L3MBTL1 block -11%.

(continued)
Screening COC(=O)C1=C(c2cccc(OCc3ccccc3)c2)C[C@@H]2CC[C@H]1N2C(=O)NCCOc1ccccc1Cl returned L3MBTL1 block inconclusive.
Screening Cn1cc(C(=O)OCC(=O)NC2(C#N)CCCCC2)c2ccccc21 returned L3MBTL1 block 2%.
Screening COC(=O)C1=C(c2ccc(F)cc2F)C[C@@H]2CC[C@H]1N2C(=O)NCCO returned L3MBTL1 block 1%.
`COC(=O)C1=C(c2cccc(C#N)c2)C[C@@H]2CC[C@H]1N2C(=O)NC1CC1` gave L3MBTL1 block 2%.
For CCN(C(=O)COC(=O)Cc1ccccc1)c1c(N)n(Cc2ccccc2)c(=O)[nH]c1=O the results were L3MBTL1 block 7%.
For Cc1cc(OCC(=O)N2CCN(CC(=O)N3CCOCC3)CC2)c(C(C)C)cc1Cl the results were L3MBTL1 block -1%.
`COC(=O)C1=C(c2ccc(F)cc2F)C[C@@H]2CC[C@H]1N2C(=O)NCCOc1ccc(OC)cc1` gave L3MBTL1 block -1%.
CN(C(=O)Oc1ccc(F)cc1)c1ccccc1 was read as L3MBTL1 block 0%.
`COC(=O)C1=C(c2ccc(C(C)=O)cc2)C[C@@H]2CC[C@H]1N2C(=O)NCCNC(C)=O` gave L3MBTL1 block 3%.
`COC(=O)C1=C(c2ccc(F)cc2F)C[C@@H]2CC[C@H]1N2C(=O)NCc1ccco1` gave L3MBTL1 block -4%.
For COC(=O)C1=C(c2ccc(-c3ccccc3)c(F)c2)C[C@@H]2CC[C@H]1N2C(=O)NC(C)C the results were L3MBTL1 block -3%.
CC(=O)OCC(=O)[C@H]1CC[C@H]2[C@@H]3CC[C@H]4C[C@H](O)CC[C@]4(C)[C@H]3C(=O)C[C@]12C was read as L3MBTL1 block -1%.
For COC(=O)C(Cc1ccc(N(CCCl)CCCl)cc1)N=Cc1ccccc1O (centres undefined) the results were L3MBTL1 block -6%.
COC(=O)C1=C(c2c(C)noc2C)C[C@@H]2CC[C@H]1N2C(=O)NC1CC1 was read as L3MBTL1 block 0%.
Oc1ccccc1CN(CCc1ccccc1)Cc1ccccc1 was read as L3MBTL1 block 4%[2.29 µM].
`COC(=O)C1=C(c2ccc(C(C)=O)cc2)C[C@@H]2CC[C@H]1N2C(=O)NC(C)C` gave L3MBTL1 block 4%.
For CN1C(CC(O)c2ccccc2)CCCC1CC(O)c1ccccc1 (centres undefined) the results were L3MBTL1 block 5%.
`C=CCN1CC[C@]23c4c5ccc(O)c4OC2C(O)CC[C@@]3(O)[C@H]1C5` (some centres undefined) gave L3MBTL1 block 0%.
CCN1C[C@]2(COC)CC[C@H](O)[C@]34C1[C@](O)([C@@H](OC)[C@H]23)[C@@]1(O)C[C@H](OC)[C@H]2C[C@@H]4[C@@H]1[C@H]2OC was read as L3MBTL1 block 21%.
Screening COC(=O)C1=C(c2ccc3ccccc3c2)C[C@@H]2CC[C@H]1N2C(=O)N1CCOCC1 returned L3MBTL1 block -2%.

Quoted at random: five entries already listed
COC(=O)C1=C(c2c(C)noc2C)C[C@@H]2CC[C@H]1N2C(=O)NC1CC1 was read as L3MBTL1 block 0%.
`COC(=O)C1=C(c2ccc(C(C)=O)cc2)C[C@@H]2CC[C@H]1N2C(=O)NC(C)C` gave L3MBTL1 block 4%.
Screening COC(=O)C1=C(c2ccc3ccccc3c2)C[C@@H]2CC[C@H]1N2C(=O)N1CCOCC1 returned L3MBTL1 block -2%.
For CN1C(CC(O)c2ccccc2)CCCC1CC(O)c1ccccc1 (centres undefined) the results were L3MBTL1 block 5%.
`C=CCN1CC[C@]23c4c5ccc(O)c4OC2C(O)CC[C@@]3(O)[C@H]1C5` (some centres undefined) gave L3MBTL1 block 0%.

Carrying on.
COCCNC(=O)N1[C@H]2CC[C@@H]1C(C(=O)OC)=C(c1ccc(OC)c(OC)c1)C2 was read as L3MBTL1 block 4%.
`CC(Cc1ccccc1)NC(=O)c1ccc(N)cc1` (centres undefined) gave L3MBTL1 block -5%.
Screening COC(=O)C1=C(c2ccc3ccccc3c2)C[C@@H]2CC[C@H]1N2C(=O)NCc1ccc(C(F)(F)F)cc1 returned L3MBTL1 block 2%.
`COc1cccc(-c2nn(CCC#N)cc2C(=O)Nc2ccccc2Cl)c1` gave L3MBTL1 block 3%.
Screening O=c1[nH]c(O)c(/C=C2\C=Nc3ccc(OCc4ccccc4)cc32)c(=O)[nH]1 returned L3MBTL1 block -6%.
Cc1cccc(CCNCc2cc3ccc(C)cc3[nH]c2=O)c1 was read as L3MBTL1 block -6%.
`Cc1nc2ccccc2c(=O)n1-c1ccc(Cl)c(Cl)c1` gave L3MBTL1 block -2%.
Screening C=C1[C@H]2CC[C@H]3[C@]4(C)C[C@H](O[C@@H]5OC(CO)[C@@H](OSOOO)[C@H](OS(=O)(=O)O)[C@H]5OC(=O)CC(C)C)C[C@@H](C(=O)O)[C@H]4CC[C@]3(C2)[C@H]1O (some centres undefined) returned L3MBTL1 block 8%.
`CCOC(=O)[C@@H]1[C@H]2COc3ccc(Br)cc3[C@H]2N2C(=O)N(c3cccc(C)c3)C(=O)[C@]12C` gave L3MBTL1 block -5%.
Screening CCN(CC)C(=O)c1ccc(NC(=O)c2ccc(N3CCCC3=O)cc2)cc1 returned L3MBTL1 block 1%.
For CCC1C=CC=CC[C@H](C)[C@@H](O)[C@](C)(O)C(=O)[C@@H](C)[C@H](O)[C@@H](C)C(=O)[C@H](C)[C@@H](O)[C@H](C)C=CC(=O)OC2[C@@H](C)C(CC1)OC1(CC[C@@H](C)C(C[C@H](C)O)O1)[C@@H]2C (some centres undefined) the results were L3MBTL1 block -9%.
Screening COC(=O)C1=C(c2ccccc2OCc2ccccc2)C[C@@H]2CC[C@H]1N2C(=O)NCCOc1ccc(OC)cc1 returned L3MBTL1 block -6%.
COc1ccc(CN2CCNCC2)cc1 was read as L3MBTL1 block 14%.
COc1ccc(CC(C)NCCc2ccc(OC)c(OC)c2)cc1 (centres undefined) was read as L3MBTL1 block -4%.
For Cc1cc(O)c2c(c1)OC(C)(C)C1=C2CC(C)CC1 (centres undefined) the results were L3MBTL1 block -4%.
For CCCNC(=O)N1[C@H]2CC[C@@H]1C(C(=O)OC)=C(c1ccc(C(C)=O)cc1)C2 the results were L3MBTL1 block -3%.
Screening COC(=O)C1=C(c2ccc(C(C)=O)cc2)C[C@@H]2CC[C@H]1N2C(=O)NCC1CC1 returned L3MBTL1 block -7%.
For [O-]c1ccccc1-[n+]1c(-c2ccccc2)cc(-c2ccccc2)cc1-c1ccccc1 the results were L3MBTL1 block -3%.
Screening N[C@@H]1CC[C@@]2(O)[C@H]3Cc4ccc(O)c5c4[C@@]2(CCN3CC2CC2)C1O5 (some centres undefined) returned L3MBTL1 block 0%.
`COc1cc(OC)c(OC)cc1CNCCc1ccc2c(c1)OCO2` gave L3MBTL1 block 0%.
`C[C@]12CCC3C(CC[C@H]4C[C@@H](O)CC[C@]34C)C1CC[C@@H]2OC(=O)[C@H](N)CCCCN` (some centres undefined) gave L3MBTL1 block 5%.
For CC(=O)N[C@@H]1CC[C@@]2(O)[C@H]3Cc4ccc(O)c5c4[C@@]2(CCN3CC2CC2)[C@@H]1O5 the results were L3MBTL1 block -2%.
For O=C(CCC(=O)N1C[C@H]2C[C@@H](C1)c1cccc(=O)n1C2)NCc1ccccc1C(F)(F)F the results were L3MBTL1 block 1%.
For COC(=O)C1=C(c2ccc(OC)c(OC)c2)C[C@@H]2CC[C@H]1N2C(=O)NC1CCCCC1 the results were L3MBTL1 block -9%.
COP(=O)(OC)C(Nc1ccccc1)c1ccccc1 (centres undefined) was read as L3MBTL1 block -10%.
Screening O=[N+]([O-])c1ccc(NCCCN2CCOCC2)nc1 returned L3MBTL1 block 6%.
`COC(=O)C1=C(c2ccc(F)cc2OCc2ccccc2)C[C@@H]2CC[C@H]1N2C(=O)NCc1ccc(Cl)cc1` gave L3MBTL1 block -5%.
Cc1cc(=O)oc2cc(OCC(=O)N3C[C@H]4C[C@@H](C3)c3cccc(=O)n3C4)c(Cl)cc12 was read as L3MBTL1 block inconclusive.
Screening COC(=O)C1=C(c2ccc(F)cc2F)C[C@@H]2CC[C@H]1N2C(=O)NCc1ccc2c(c1)OCO2 returned L3MBTL1 block -1%.
For COc1ccc(-n2c(C)nc3ccccc3c2=O)c([N+](=O)[O-])c1 the results were L3MBTL1 block 5%.
Screening COc1ccc(C(=O)N2CCC3(CC2)OCCO3)cc1 returned L3MBTL1 block -4%.
`CN1C(=O)/C(=C\c2ccc(Br)s2)C(=O)NC1=S` gave L3MBTL1 block -5%.
For COC(=O)C1=C(c2ccc(OC(F)(F)F)cc2)C[C@@H]2CC[C@H]1N2C(=O)NCc1ccc(F)cc1 the results were L3MBTL1 block 11%.
Screening Oc1ccc(CC2(N3CCCC3)CCCCC2)cc1 returned L3MBTL1 block 1%.
Screening CCCCn1c(=O)c(C(=O)Nc2ccccc2F)c(O)c2ccccc21 returned L3MBTL1 block -3%.
`CCN1CCN(Cc2cc(OC)c3c(c2)OCO3)CC1` gave L3MBTL1 block 0%.
`COc1ccc(N2C(=O)/C(=C/c3ccc(C)o3)C(=O)NC2=S)c(OC)c1` gave L3MBTL1 block -7%[2.29 µM].
Screening COC(=O)C1=C(c2ccc(OC(F)(F)F)cc2)C[C@@H]2CC[C@H]1N2C(=O)NCCNC(C)=O returned L3MBTL1 block 2%.
`COc1ccc(-c2nn(CCC#N)cc2C(=O)Nc2cccc([N+](=O)[O-])c2)cc1OC` gave L3MBTL1 block 2%.
For COc1ccc(C(=O)OC2C[C@H]3CC[C@H](C2)N3C)cc1OC (some centres undefined) the results were L3MBTL1 block 5%.
Screening COc1cc(CNCCc2ccc3c(c2)OCO3)ccc1O returned L3MBTL1 block -11%[2.29 µM].
For O=C([O-])c1ccc(-[n+]2c(-c3ccccc3)cc(-c3ccccc3)cc2-c2ccccc2)cc1 the results were L3MBTL1 block 3%.
Screening COC(=O)C1=C(c2ccc(OCc3ccccc3)cc2)C[C@@H]2CC[C@H]1N2C(=O)NCc1cccc(C(F)(F)F)c1 returned L3MBTL1 block -5%.
Screening CN1CC(C#N)C2(O)c3ccccc3CCC2C1 (centres undefined) returned L3MBTL1 block 4%.
For COC(=O)C1=C(c2ccc(F)cc2F)C[C@@H]2CC[C@H]1N2C(=O)NCCCOC(C)C the results were L3MBTL1 block 0%.
`C=CCn1c(C)c(C=C2C(=O)NC(=O)NC2=O)c2ccccc21` gave L3MBTL1 block -10%.
`COC(=O)C1=C(c2ccc(C(C)=O)cc2)C[C@@H]2CC[C@H]1N2C` gave L3MBTL1 block -1%.
For COC(=O)C1=C(c2ccc3ccccc3c2)C[C@@H]2CC[C@H]1N2C(=O)NC1CC1 the results were L3MBTL1 block -4%.
COc1cc(OC)c2c(c1)O[C@@H](c1ccc(OC)c(OC)c1)[C@H](O)C2 was read as L3MBTL1 block -9%[2.29 µM].
For CCCCCn1c(=O)c(C(=O)NC(C)c2ccccc2)c(O)c2ccccc21 (centres undefined) the results were L3MBTL1 block 13%.
Screening COC(=O)C1=C(c2c(C)noc2C)C[C@@H]2CC[C@H]1N2C(=O)NCCOc1ccc(OC)cc1 returned L3MBTL1 block -2%.
Screening O=C(c1ccccc1[N+](=O)[O-])N1CCC2(CC1)OCCO2 returned L3MBTL1 block 4%.
Screening C[C@]12CCC3C(CC[C@H]4C[C@@H](O)CC[C@]34C)C1C/C(=N/O)[C@@H]2O (some centres undefined) returned L3MBTL1 block 3%.
COc1ccc(S(=O)(=O)N2CCOCC2)cc1NC(=O)COC(=O)Cc1ccccc1 was read as L3MBTL1 block 2%.
c1coc(CNCCc2c[nH]c3ccccc23)c1 was read as L3MBTL1 block 0%.
For O=C(Nc1ccc(Cl)c(Cl)c1)c1ccco1 the results were L3MBTL1 block 12%.
COC(=O)C1=C(c2ccc(OC)c(OC)c2)C[C@@H]2CC[C@H]1N2C(=O)NCC1CC1 was read as L3MBTL1 block 8%.
